Dynein cargo inh = blocks dynein driven cargo transport along microtubules. 3617.4 mouse cells, GR-EGFP nuclear translocation imaging; test concentration mostly 20 µM; stimulated with dexamethasone, 1 µM; hits give low values. z-score, hits read low. 0.47% of 220,000 active;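 active = plate z-score of nuclear minus cytoplasmic receptor signal below a set negative limit, without overly bright fluorescence or cell loss, cut at about -3.5 in these data, passing the limit was not always enough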;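 note: z-score of nuclear minus cytoplasmic ring GR-EGFP intensity difference per well; some compounds called inactive have numbers as strong as hits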
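medium = tetracycline-free induction medium containing charcoal-stripped FBS | also added = 1.0 µM final dexamethasone stimulus | schedule = 48 h induction, 1 h compound, 30 min dex at 37 °C | technique = fixed, Hoechst-stained cells imaged at 10x for EGFP | measure = GR-EGFP nuclear translocation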
Ins promoter up = MIN6 insulin promoter up-regulation; MIN6 insulin promoter-GFP reporter, high-content imaging; hits give high values; z-score at 5 µM; 0.3% of 190,000 active; AID 1625;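 active = z-score above 3 at 5 µM with at least 500 cells counted in the well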
MT stabilize HCS = microtubule stabilizers in HeLa cells | HeLa tubulin immunostaining HCS, 24 h; share of cells brighter than vehicle mean+2SD | AID 2205 | % tubulin-high responders, % at 10 µM | 0.83% of 200,000 active;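 active = plate Z-score above 3 for both tubulin-high and condensed-nucleus cell shares, with cell loss under 80%, at 10 µM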;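 note: anti alpha tubulin signal scored within the nucleus-defined area of each cell; some results filed as inactive read as strong as hits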
b-catenin transl = beta-catenin nuclear translocation modulation | HeLa beta-catenin nuclear translocation, immunofluorescence imaging | nuclear translocation activity, % at 5 µM | 0.3% of 190,000 active;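 active = nuclear translocation activity above 50% at 5 µM, with a well cell count of 50 or more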;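 note: per-cell ratio of nuclear to cytoplasmic median beta-catenin stain intensity; plate controls were DMSO negative control for no effect and GSK-3 inhibitor IX positive control for full effect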
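Assay system: human HeLa cells, native beta-catenin; doses: 5 µM primary, 0.02–20 µM confirmation; incubation: compound treatment 24 h, 37°C, 5% CO2; technique: fluorescence imaging of beta-catenin antibody stain plus DAPI; measure: % activation, nuclear-to-cytoplasmic median beta-catenin signal ratio per cell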
WT yeast gro inh = growth inhibition of WT yeast, mitochondrial fusion screen; mitochondrial fusion phenotypic screen, WT strain; inhibition, % at 10 µM; 2.1% of 190,000 active; AID 1362; in the data active = inhibition above about 58%; tested in S. cerevisiae
HIV fusion peptide = cell-free HIV fusion peptide-binding blockers – biochemical, uHTS, fluorescence dequenching, primary screen (AID 1986); cell-free peptide binding, fluorescence dequenching, 30 min; higher % means a stronger effect; inhibition, % at 20 µM, or IC50 in µM where a hit was titrated; 0.3% of 290,000 active; in the data active = inhibition mostly above about 52%, no sharp cut-off; inactive = mostly below about 76%; note: some results filed as inactive read as strong as hits
Autophagy mod = alters autophagy in cells | MEF GFP-LC3 puncta imaging; test concentration mostly 10 µM | calls only at 10 µM (by protocol) | 0.98% of 190,000 active;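 active = percentage of spot-positive cells more than 3 SD above its plate mean, without a fluorescence outlier flag or 80% toxicity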;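 note: spot-positive cell cutoff set from DMSO-treated cells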
AID2073 = disruptors of CaV2.2 binding to Mint1 – biochemical, HTRF (AID 2073); HTRF protein-protein interaction, Mint1-CaV2.2; higher % means a stronger effect; one-dose inhibition, % at 20 µM; IC50 in µM for titrated hits; 0.19% of 290,000 active; in the data active = inhibition mostly above about 51%, no sharp cut-off; note: some results filed as inactive read as strong as hits
Yfh1-depleted yeast = mitochondrial function rescue without frataxin homolog – Friedreich's ataxia, plus single-dose screen, dose response (AID 1465); fold induction at 50 µM, or EC50 in µM where a hit was titrated; 0.074% of 220,000 active; S. cerevisiae Yfh1-off respiration, WST-1 reduction, 72 h; higher fold induction means a stronger effect;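 active = fold induction of absorbance versus untreated yeast above a set limit, then at least 30% activation at any dose in follow-up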;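 note: activators that raise dye reduction in frataxin-depleted yeast; strong numbers were not always called active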
WT yeast gro inh mutant strain = recorded beside WT yeast gro inh, whose call it bears; inhibition, %; mitochondrial fusion phenotypic screen, mutant strain inhibition
Dynein cargo inh cytoplasmic EGFP = recorded beside Dynein cargo inh, whose call it bears; z-score; measured here: cytoplasmic GR-EGFP intensity; hits give high values
Dynein cargo inh nuclear GR-EGFP = also measured in Dynein cargo inh; calls as there; z-score; measured here: nuclear GR-EGFP intensity;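 lower value marks the stronger effect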
Dynein cargo inh cell count = also measured in Dynein cargo inh; calls as there; z-score; measured here: cell count per field
Ins promoter up cell count = second read-out of Ins promoter up, no call of its own (marks repeat the call); cell count; measured here: cytotoxicity, nuclei count;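 total cells summed across four imaged fields per well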
b-catenin transl cell count 5 µM = also measured in b-catenin transl; calls as there; cell count; measured here: cell count, cytotoxicity flag
MT stabilize HCS Hoechst-high % = second read-out of MT stabilize HCS, no call of its own (marks repeat the call); % Hoechst-high responders; measured here: nuclear condensation Hoechst responders;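 share of cells brighter than vehicle mean plus two SD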
MT stabilize HCS cytotoxicity % = further read-out of MT stabilize HCS, marked with its call; toxicity, %; measured here: cytotoxicity by cell density;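 0% = mean cell density of plate MIN control wells and 100% = no cells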
Autophagy mod cell loss 18 h = second read-out of Autophagy mod, no call of its own (marks repeat the call); toxicity, %; measured here: cell loss, nuclei count;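 cell loss after 18 h compound exposure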
Starred values were filed as active, the others as inactive; i = inactive; . = not tested or not shown.

Compound,Dynein cargo inh,Dynein cargo inh cytoplasmic EGFP,Dynein cargo inh nuclear GR-EGFP,Dynein cargo inh cell count,Ins promoter up,Ins promoter up cell count,MT stabilize HCS,MT stabilize HCS Hoechst-high %,MT stabilize HCS cytotoxicity %,b-catenin transl,b-catenin transl cell count 5 µM,WT yeast gro inh,WT yeast gro inh mutant strain,HIV fusion peptide,Autophagy mod,Autophagy mod cell loss 18 h,AID2073,Yfh1-depleted yeast
O=C(NCCOc1ccc(Cl)cc1)C(=O)NCC1CCCO1 (stereo not drawn),0.65,-0.22,0.68,-0.59,0.04,1343,2.8,2.7,9.7,-3.0,1094,-10,-13,1.3%,i,-10,5%,i
COC(=O)C1=C(N)Oc2cc(C)n(CCCn3ccnc3)c(=O)c2C1c1cccc(Cl)c1 (stereo not drawn),.,.,.,.,0.83,1232,.,.,.,-2.0,1202,.,.,-2.4%,.,.,-2%,i
Cc1c(NC(=O)CSc2n[nH]c(-c3ccccc3)n2)c(=O)n(-c2ccccc2)n1C,-0.65,-0.23,-0.17,0.8,.,.,0.9,1.2,9.2,-6.7,1198,-1,-9,2.0%,i,6,0%,i
O=C(C[n+]1cc(-c2ccc(Cl)cc2)n2c1CCCCC2)c1ccccc1,-0.55,-0.28,-0.25,-0.15,-1.6,722,.,.,.,-0.3,1356,.,.,0.9%,.,.,-3%,i
CC1CN(C(=O)/C(C#N)=C2\N=C(NC(=O)c3ccccc3Cl)c3ccccc32)CC(C)O1 (stereo not drawn),2.7,-0.079,0.97,-1.6,0.41,1282,2.1,1.2,0.6,-1.7,955,4,2,-1.4%,i,10,7%,i
O=C(NCC12CC3CC(CC(C3)C1)C2)c1nn2cccnc2c1Cl,0.075,0.43,0.28,0.042,1.3,757,1.6,0.8,7.0,3.0,978,-5,-8,-2.6%,i,-13,8%,i
COC(=O)c1cn(NC(=O)/C=C/c2cc(OC)ccc2OC)c(=O)c2ccccc12,-0.65,-0.28,-0.63,0.45,-3.1,529,2.0,1.3,6.4,-1.6,546,-1,-11,3.4%,i,-2,37%,i
CCN(CC)S(=O)(=O)c1ccc(Cl)c(NC(=O)COC(=O)c2c(C)noc2C)c1,-0.041,-0.33,-0.085,1.6,-0.07,1447,7.3,1.9,2.3,-0.9,1059,13,3,-1.2%,i,5,2%,i
O=C(N/N=C/c1cccc([N+](=O)[O-])c1)c1cc(-c2ccc3c(c2)OCO3)n[nH]1,0.02,-0.21,0.1,-0.35,-0.15,1009,.,.,.,0.6,1286,.,.,-3.0%,.,.,3%,i
CCCc1cc(=O)[nH]c(SCC(=O)NC2CCCCC2)n1,-0.014,-0.047,0.32,-0.3,-0.81,1001,1.7,1.0,4.7,-5.5,1266,-7,1,0.3%,i,-1,6%,i
Cc1ccc(CNC(=O)CN(C)S(=O)(=O)c2cccc3nsnc23)cc1,1.2,-0.35,0.51,-0.027,0.1,1859,4.8,4.8,7.5,-1.0,1092,10,7,0.4%,i,13,12%,i
COc1ccc(NC(=O)CCn2cccc2)c(OC)c1,-0.55,-0.33,0.22,0.94,-0.7,1223,3.7,4.3,7.9,-0.2,990,-4,5,3.3%,i,-3,-4%,i
COc1ccc(-c2nnc(SCCC(=O)O)n2C)cc1OC,-0.43,-0.24,-0.45,-0.39,0.82,1456,4.4,2.4,6.6,-0.7,1050,-11,-20,1.9%,i,-2,5%,i
CCCCC1=NN(C(=O)c2ccco2)C(O)(C(F)(F)F)C1 (stereo not drawn),0.26,-0.29,0.3,-0.042,0.91,1481,15*,54*,29*,13,755,7,13,-1.6%,i,24,12%,i
CC(=O)c1ccc(NC(=S)NN2C(C)CCCC2C)cc1 (stereo not drawn),-0.16,-0.25,0.29,0.23,-1.1,1315,2.2,1.8,2.5,-0.8,1024,-7,22,2.9%,i,9,-12%,i
COc1ccc(N(CCC#N)S(=O)(=O)c2cccc3nsnc23)cc1,2.2,-0.093,2.6,-1.8,0,1276,4.8,2.6,1.1,-3.7,631,12,-12,-1.7%,i,-47,-4%,i
CCN(CC)S(=O)(=O)c1cccc(C(=O)N/N=C/c2cccc(O)c2O)c1,-0.67,-0.22,-0.64,0.57,-1.5,742,3.2,2.2,2.7,.,.,9,15,21%,i,27,-2%,i
CCOC(=O)C1CCN(C(=S)Nc2ccc(S(N)(=O)=O)cc2)CC1,0.9,0.022,0.28,-1.4,0.52,1259,2.3,1.4,5.2,0.7,487,-10,-19,-2.8%,i,3,-2%,i
O=C(NCCN1CCOCC1)C(Sc1ccccc1)c1ccccc1 (stereo not drawn),-0.16,-0.28,-0.05,0.2,0.11,1413,.,.,.,-0.4,1214,.,.,-0.4%,.,.,10%,i
CC(C)Oc1cccc(C(=O)C2CCCN(Cc3cnc(N4CCOCC4)s3)C2)c1 (stereo not drawn),0.12,-0.21,-0.06,-1,.,.,1.8,1.7,12,1.2,1540,10,3,-1.0%,i,-2,-13%,i
Cc1cc(/C=C2/C(=N)N3C(=NC2=O)SN=C3S(C)(=O)=O)c(C)n1-c1ccccc1,0.48,-0.37,0.92,0.06,0.18,1163,3.5,3.2,5.7,0.2,1124,0,0,19µM*,i,0,24%,i
Cn1c2ccccc2c2nnc(SCN3C(=O)c4ccccc4C3=O)nc21,.,.,.,.,0.04,1110,.,.,.,4.0,1179,.,.,-0.4%,.,.,17%,.
CNC(=O)CCN(Cc1ccco1)S(=O)(=O)c1ccc(OC)c(OC)c1,1.5,-0.26,0.61,-0.82,-0.6,1019,.,.,.,-0.2,1303,.,.,-0.7%,.,.,-4%,i
CCOC(=O)C1CCN(C(=O)Cc2c(C(=O)O)n(CC)c3ccccc23)CC1,-0.5,-0.16,0.032,-0.13,-0.36,1292,3.5,2.5,4.3,.,.,6,15,3.3%,i,18,-5%,i
CCc1nnc(NC(=O)c2nc3nc(C)cc(C)n3n2)s1,-0.75,-0.24,0.085,0.2,.,.,2.3,1.8,5.5,0.0,1026,-2,-10,-1.5%,i,-2,6%,.
O=C(Nc1ccc(O)c(-c2nc3ccccc3s2)c1)c1cc(=O)c2ccccc2o1,-0.45,-0.28,-0.69,0.76,0.27,1289,1.7,9.5,5.5,-2.0,577,-12,-28,0.3%,i,-4,20%,i
O=C(CCn1cccc(C(F)(F)F)c1=O)Nc1cccc(C(F)(F)F)c1,-1.2,-0.29,-0.52,0.89,-0.14,1028,.,.,.,-0.5,1264,.,.,-0.2%,.,.,-9%,i
COc1ccc(C2=NC(c3ccccc3)CO2)cc1 (stereo not drawn),0.1,-0.033,0.38,0.6,0.22,1179,3.5,2.8,6.5,.,.,-4,-14,1.7%,i,10,15%,i
O=C1CC(c2ccncc2)c2cc3c(cc2N1)OCCO3 (stereo not drawn),0.39,-0.24,0.064,0.42,1.6,1223,3.8,2.6,7.9,-4.1,1169,6,6,-1.1%,i,2,0%,i
COc1ccc(CCN(C)CCCN2CC(c3ccccc3)CC2=O)cc1OC (stereo not drawn),0.81,-0.15,0.6,-0.39,-0.53,1155,3.0,3.6,8.6,-0.8,1042,-13,-3,-0.4%,i,-5,5%,i
CCCCSc1nc2c(cnn2-c2ccc(F)cc2)c(=O)[nH]1,0.2,-0.11,0.44,-0.46,-0.82,1799,9.0,1.1,7.6,-3.7,1171,10,5,-0.2%,.,.,24%,i
Brc1ccc(CN2CCSCC2)cc1,0.68,-0.21,0.59,0.12,-0.47,1040,2.0,1.9,4.3,.,.,24,44,0.1%,i,-5,-4%,i
COc1ccc(C)cc1NC(=O)C1CCCN1C(=O)OCc1ccccc1 (stereo not drawn),-0.4,-0.21,0.17,0.034,0.02,1403,4.3,2.3,9.5,-1.2,1100,5,-2,-2.4%,i,-9,-4%,i
O=C(O)c1ccc2nc3c(nc2c1)-c1ccccc1C3=O,-1.2,-0.38,-0.35,1.5,0.29,1659,3.9,3.0,1.6,-5.7,1136,2,6,-1.0%,i,4,21%,i
NC(=O)c1ccsc1NC(=O)c1cc(=O)c2ccccc2o1,3.6,6.5,4.6,-2.4,0.19,1060,3.7,3.5,7.8,-1.9,572,5,-13,2.4%,i,8,-2%,.
Cc1ccc(Nc2nc(/N=C/N(C)C)n[nH]2)cc1C,-0.3,-0.3,0.23,0.42,-0.16,1252,4.3,3.7,6.2,2.4,1009,-14,8,2.1%,i,1,-4%,i
CCCN1C(=O)c2cc(C(=O)NCc3cccs3)ccc2C1O (stereo not drawn),-0.71,-0.05,-0.37,0.0077,-1.2,888,2.6,3.1,3.3,0.4,1192,0,3,-1.2%,i,4,7%,i
O=C(CN1C(=O)CCC1=O)Nc1cccc2c1C(=O)NC2=O,-0.091,-0.11,0.29,-0.11,0.16,1343,4.4,3.3,6.8,-0.8,1175,-8,9,0.3%,i,13,6%,i
O=C(CN1CCN(Cc2ccccc2)CC1)Nc1ccc(N2CCOCC2)cc1,-0.39,-0.32,-0.48,0.83,-0.91,1241,4.0,0.8,2.2,2.8,1042,-1,2,-1.9%,i,-2,-2%,i

Assay outcomes: PubChem BioAssay, several laboratories
